# High-throughput results: PubChem, several laboratories
# TbMetRS inhib: T. brucei MetRS inhibitors, primary screen, biochemical, luminescence; methionyl-tRNA synthetase (Trypanosoma brucei brucei); purified T. brucei MetRS, ATP depletion, Kinase-Glo luminescence; inhibition, % at 11.9 µM; 360,000 compounds, 0.4% hits;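 active = inhibition above a per-plate cutoff of the control wells' mean inhibition plus 3 SD, cut at about 5.5% in these data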;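 note: 0% = DMSO wells median and 100% = median of wells with control inhibitor compound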
#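 Material – parasite MetRS enzyme · Medium – HEPES-MgCl2-KCl buffer plus DTT, spermine, BSA, pyrophosphatase · Reagent – ATP, methionine and E. coli bulk tRNA substrates · Times – 15 min enzyme-compound preincubation, 2 h reaction, 10 min detection, 25 °C · Measured by – luminescence of leftover ATP · Evaluation – percent inhibition relative to median high and low control wells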
# Scp1 inh: Scp-1 phosphatase inhibitors, primary screen, biochemical, colorimetric, uHTS. Carboxy-terminal domain RNA polymerase II polypeptide A small phosphatase 1 (Homo …. Recombinant Scp1, phosphopeptide, malachite green phosphate absorbance. inhibition, % at 20 µM. 340,000 compounds, 0.88% hits;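 active = inhibition above about 50% at 20 µM, limit read from the data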;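 note: plate controls were DMSO wells with enzyme for no effect and wells lacking enzyme for full effect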
#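 assay system = SCP-1 phosphatase catalytic domain, residues 76-261 | buffer or medium = 50 mM Tris acetate pH 5.5, 0.005% Tween-20, 10 mM MgCl2 | incubation = enzyme reaction 45 min at room temperature, colour 5 min, stabilisation 30 min | signal = Phosphate-binding colour reagent, absorbance read at 630 nm | measure = % inhibition at 20 µM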
# eLon inh: inhibitors of E. coli Lon protease, primary screen, biochemical, fluorescence polarization; P0A9M0; purified E. coli Lon protease; inhibition, % at 7.94 µM; 360,000 compounds, 0.42% hits; AID 602123, 2011; in the data active = inhibition above about 13%, passing the limit was not always enough;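 note: 0% = enzyme with probe and DMSO and 100% = no enzyme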
# STEP inh: STEP phosphatase inhibitors, primary screen, biochemical, fluorescence intensity, uHTS; Tyrosine-protein phosphatase non-receptor type 5 (Homo sapiens), P54829; recombinant STEP, OMFP fluorogenic substrate; inhibition, % at 20 µM; 360,000 compounds, 0.25% hits; AID 588621, 2011;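 active = inhibition at 20 µM, scaled per plate between control wells, above about 37%, limit read from the data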;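 note: 0% = DMSO with enzyme and substrate and 100% = substrate only without enzyme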
#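 System: isolated STEP enzyme; schedule: 20 min enzyme reaction at room temperature, protected from light; medium: Bis-Tris buffer pH 6.0, 2.5 mM DTT, 0.005% Tween 20; signal: fluorescence, 480/540 nm; dosing: single compound dose of 20 µM, 1% DMSO final; also added: OMFP substrate, 25 µM final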
# DNMT1 inh: human DNMT1 methyltransferase inhibitors, primary screen, biochemical, molecular beacon, fluorescence, HinP1I cleavage, uHTS. inhibition (reported as % activation of signal), % at 10 µM. AID 588458, 2011. 360,000 compounds, 0.83% hits; in the data active = inhibition above about 50%
# LMPTP inh: LMPTP phosphatase inhibitors, primary screen, biochemical, fluorescence intensity, uHTS; Low molecular weight phosphotyrosine protein phosphatase (Homo sapiens), P24666; recombinant LMPTP-A, OMFP fluorogenic substrate; AID 651560, 2012; 360,000 compounds, 0.22% hits; inhibition, % at 20 µM;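 active = compounds that cut the enzyme signal by at least half of the control window in the single-dose screen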;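 note: plate controls were DMSO wells with enzyme plus substrate for no effect and substrate without enzyme for full effect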
# Target sequence (P24666 whole entry, looked up): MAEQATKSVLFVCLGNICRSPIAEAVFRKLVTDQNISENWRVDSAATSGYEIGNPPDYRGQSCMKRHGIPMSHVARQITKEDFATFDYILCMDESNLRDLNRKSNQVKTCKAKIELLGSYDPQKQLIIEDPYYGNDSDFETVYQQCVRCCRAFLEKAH
#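 Assay system: LMPTP-A phosphatase enzyme | Input: 0.625 nM enzyme | Also added: Fluorogenic phosphatase substrate OMFP at 400 µM final | Compound dosing: One test concentration per compound, 20 µM, with 3% DMSO overall | Schedule: 50 min enzyme reaction at room temperature, protected from light | Signal: Fluorescence intensity | Benchmarks: no-enzyme and uninhibited controls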
# MsrA inh: bovine MsrA enzyme inhibitors, primary screen, biochemical, absorbance, HTS; Methionine sulfoxide reductase A (Bos taurus); purified bovine MsrA, absorbance read-out; inhibition, % at 15.5 µM; 360,000 compounds, 0.75% hits; AID 651718, 2012; in the data active = inhibition above about 4.5%;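 note: 0% = vehicle wells with enzyme and 100% = reference inhibitor wells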
# SUMO1-SIM PPI: modulators of SUMO1 protein-protein interactions, primary screen, biochemical, uHTS. Small ubiquitin-related modifier 1 (Homo sapiens), P63165. SUMO1 binding to a labelled peptide, TR-FRET, 1 h. inhibition, % at 20 µM. 360,000 compounds, 0.33% hits. AID 602429, 2012; in the data active = inhibition above about 37%
# bovine MsrA act: bovine MsrA enzyme activators, primary screen, biochemical, absorbance, HTS. Methionine sulfoxide reductase A (Bos taurus). purified bovine MsrA, absorbance read-out. activation, % at 10.6 µM. 360,000 compounds, 0.3% hits. AID 602163, 2012; in the data active = activation above about 7.5%;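 note: 0% = vehicle and 100% = reference activator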
# CendR NRP1 mod: modulators of CendR peptide binding to NRP-1, primary screen, biochemical, fluorescence polarization, uHTS | Neuropilin-1 (Homo sapiens), O14786 | FAM-RPARPAR peptide binding to NRP-1 | inhibition, % at 25 µM | 360,000 compounds, 0.85% hits | AID 602438, 2012;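 active = inhibition or corrected inhibition above about 18%, plus a signal ratio from 0.5 to 1.5, limit read from the data, passing the limit was not always enough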; note: strong numbers were not always called active
# Target sequence (O14786 whole entry, looked up): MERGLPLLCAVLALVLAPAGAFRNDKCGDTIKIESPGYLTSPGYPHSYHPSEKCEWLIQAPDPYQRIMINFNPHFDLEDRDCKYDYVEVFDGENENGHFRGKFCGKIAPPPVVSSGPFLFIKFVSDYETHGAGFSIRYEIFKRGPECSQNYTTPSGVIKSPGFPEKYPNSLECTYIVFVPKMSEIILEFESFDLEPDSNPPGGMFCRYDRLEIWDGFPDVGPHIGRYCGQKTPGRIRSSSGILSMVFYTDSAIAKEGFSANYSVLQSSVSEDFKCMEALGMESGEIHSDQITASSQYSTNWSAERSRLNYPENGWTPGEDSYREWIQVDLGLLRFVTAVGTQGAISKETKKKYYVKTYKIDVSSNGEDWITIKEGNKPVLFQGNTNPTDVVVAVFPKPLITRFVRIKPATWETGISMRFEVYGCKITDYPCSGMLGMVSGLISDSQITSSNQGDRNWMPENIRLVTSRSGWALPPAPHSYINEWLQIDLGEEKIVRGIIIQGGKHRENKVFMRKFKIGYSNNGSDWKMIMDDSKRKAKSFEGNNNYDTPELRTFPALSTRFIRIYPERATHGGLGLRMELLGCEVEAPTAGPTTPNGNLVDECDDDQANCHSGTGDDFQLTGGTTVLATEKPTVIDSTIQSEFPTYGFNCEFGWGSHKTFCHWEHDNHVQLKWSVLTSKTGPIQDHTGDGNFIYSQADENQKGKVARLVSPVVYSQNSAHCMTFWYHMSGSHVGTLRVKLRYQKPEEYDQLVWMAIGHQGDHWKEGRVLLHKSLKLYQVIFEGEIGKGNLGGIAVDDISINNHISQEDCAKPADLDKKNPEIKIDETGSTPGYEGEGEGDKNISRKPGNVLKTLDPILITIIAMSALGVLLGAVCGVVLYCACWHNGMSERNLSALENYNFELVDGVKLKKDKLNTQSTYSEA
# Active calls of the source: *; . = no result given.
SMILES,TbMetRS inhib,Scp1 inh,eLon inh,STEP inh,DNMT1 inh,LMPTP inh,MsrA inh,SUMO1-SIM PPI,bovine MsrA act,CendR NRP1 mod
CCc1ccc(NC(=O)C(=O)N/N=C(\C)CC(=O)Nc2ccccn2)cc1,0.0,-5.2,-5.2,5.4,-0.7,-2.5,-0.9,6.7,0.6,0.3
CN(C(=S)NC(=O)C12CC3CC(CC(C3)C1)C2)c1ccc(O)cc1,0.0,-8.6,-1.4,0.9,-6.5,4.1,-0.8,1.2,-3.5,10.6
CCCCn1c(N)c(N(Cc2ccccc2OC)C(=O)COc2cc(C)ccc2Cl)c(=O)[nH]c1=O,-0.4,1.8,5.3,1.2,3.4,1.1,2.3,0.1,-9.1,2.8
C#CCOCCOCCOCCNc1nc(N2CCN(C(=O)CCCCCCCCCCNC(=O)[C@H](CCCCN)n3cc(CCCC(=O)O)nn3)CC2)nc(N2CCN(C(=O)CCCCCCCCCCNC(=O)[C@H](CCCCN)n3cc(CCCC(=O)O)nn3)CC2)n1,-0.6,26.8,-7.3,-0.6,-10.7,-9.3,.,-18.9,1.1,-1.0
COC(CNC(=O)c1ccc2c(c1)ncn2-c1cccc(C)c1)OC,0.1,-12.3,-9.3,-4.8,-4.7,-1.1,-0.1,2.8,-1.5,-5.3
COc1cccc(/C=C/c2nc(C#N)c(NCC(C)C)o2)c1,-0.9,0.8,11.8,-2.0,-4.2,0.9,2.3,-15.5,-5.8,12.3
COc1ccc(CCNC(=O)CSC2=NS(=O)(=O)c3cc(F)ccc3N2)cc1OC,-0.2,.,5.4,2.4,-4.7,-1.1,0.0,2.4,1.0,-8.2
CCOC(=O)CCCNC(=O)COC(=O)/C=C/c1ccc2c(c1)OCO2,0.5,-7.7,3.0,-1.2,1.6,1.1,3.7,-7.4,-2.1,2.8
COc1ccc2[nH]c3c(c2c1)CCn1c-3nc2ccccc2c1=O,-0.5,-4.8,-5.5,2.8,43.5,0.2,.,-1.6,-1.5,-1.1
O=C(O)c1ccc(Cl)c(S(=O)(=O)NC(Cc2ccccc2)C(=O)O)c1 (stereo not drawn),-0.5,8.7,-3.2,12.1,0.2,-1.9,-0.5,0.7,-1.9,-2.3
CC1c2nc3ccccc3n2C(CC(=O)NCc2ccccn2)C(=O)N1Cc1ccccc1 (stereo not drawn),-0.2,-6.1,-6.6,-0.7,0.4,-1.8,-1.1,0.3,-4.5,4.7
CC(=O)NN1C(=O)c2ccccc2NC1c1ccoc1 (stereo not drawn),-0.6,-10.6,2.0,-1.4,0.5,0.5,1.8,-0.3,-3.3,4.9
C/C(=N\NC(=O)c1ccc(Br)cc1)c1ccccc1,-0.3,-7.4,-14.6,2.5,-1.6,-0.8,-1.0,1.9,-1.8,7.3
O=C(Oc1ccc(N2C(=O)CCC2=O)cc1)c1ccccc1,0.3,1.6,1.4,-3.9,-0.2,-0.7,-0.7,1.7,-1.9,0.8
Cc1cccc(NC(=O)CSCC(=O)Nc2cccc(S(=O)(=O)N3CCCCCC3)c2)c1,-0.2,5.1,-3.8,-0.6,-3.6,2.2,-0.8,0.3,-2.4,8.3
COc1ccc(C(C(=O)Nc2ccc(F)cc2)N2CCN(c3ccncc3)CC2)cc1 (stereo not drawn),-0.3,.,.,.,.,-1.3,2.6,-1.2,.,11.1
COc1ccc2nc(C3CCCCC3)c3c(c2c1)CCC3,0.2,-3.5,-0.1,-1.1,1.7,2.3,0.3,-3.2,-1.3,-5.2
Cc1cccc(C2c3[nH]c4ccccc4c3CCN2C(=O)c2cc(CC(C)C)nc(C)n2)n1 (stereo not drawn),1.1,-4.5,-4.9,-0.2,2.2,0.4,-0.6,3.1,-0.9,3.6
Cc1nn(Cc2ccc(Cl)cc2)c(=O)n1N(C)c1ncc(C(F)(F)F)cc1Cl,0.0,-8.7,7.6,-0.9,-0.2,2.0,15.0*,0.3,-2.8,-2.8
Cc1c(NC(=O)c2cccc(NC(=O)Cc3ccccc3Cl)c2)c(=O)n(-c2ccccc2)n1C,0.1,.,-14.3,-3.6,2.2,1.3,0.4,0.5,-3.2,10.4
CCOC(=O)c1ccc(NC(=O)CCN2C(=O)C3CC=CCC3C2=O)cc1 (stereo not drawn),-0.5,-0.8,-11.7,0.0,0.4,-1.3,0.2,5.6,-0.8,4.9
Cc1cc(C(=O)OCC(=O)Nc2ccc(F)c(F)c2F)c(C)o1,0.2,-6.9,4.0,0.5,-1.4,0.2,0.3,0.9,-2.8,6.3
COCCCN1CC(=O)N2C(c3ccccc3)c3[nH]c4ccccc4c3C[C@H]2C1=O (stereo partly drawn),0.0,0.4,0.8,-3.1,-4.2,-0.1,1.4,3.6,-3.1,-6.5
CN(C(=O)COC(=O)CSc1ccccc1)c1c(N)n(Cc2ccccc2)c(=O)[nH]c1=O,-0.5,.,10.1,-1.8,3.8,0.8,0.6,-6.4,-9.3,8.1
O=C(COc1ccc(Cl)cc1)NCc1nnc(SCC(=O)NC2CCCCC2)o1,-0.4,-4.8,-5.8,-3.3,3.5,1.4,-0.5,3.2,-2.5,2.9
Nc1ccc(S(=O)(=O)NCc2ccccn2)cc1,-0.1,-9.0,0.5,-2.3,-1.2,-1.1,2.0,2.7,0.2,8.3
COC(=O)c1cc(CNC(=O)c2ccc(S(=O)(=O)N(C)c3ccccc3)cc2)ccc1OC,-0.3,-11.2,-2.5,-2.0,-8.7,-8.0,-0.9,-9.7,0.7,-5.2
Cc1cccc(NC(=O)CNC(=O)c2ccco2)n1,-0.2,-1.2,3.6,-1.2,-0.3,-0.4,-1.1,-2.4,-0.9,15.4
CS(=O)(=O)c1ccc(Cl)c(NC(=O)COC(=O)c2c(Cl)cccc2Cl)c1,2.0,-9.7,1.0,3.3,-3.0,-0.5,-0.3,0.9,-4.2,-12.3
CCCCSc1nc2c(c(=O)[nH]1)CCC2,0.2,9.8,-5.6,1.5,1.4,-1.5,0.7,3.6,-3.8,4.3
CC(=O)Nc1ccc(NC(=O)N2CCOCC2)cc1,-0.4,.,0.5,-0.9,1.3,-0.1,0.9,-0.6,-1.0,6.6
COc1ccc(C(=O)N/N=C(/C)c2cccc(NC(=O)c3ccncc3)c2)cc1OC,-0.4,4.0,-8.4,-1.3,0.1,-2.6,-0.6,-1.9,-5.3,-4.2
Cc1cc(C)nc(N2CCCC(C(=O)NCc3cccc(C(F)(F)F)c3)C2)n1 (stereo not drawn),-0.8,-6.2,-1.7,-0.8,10.3,1.2,-1.5,2.7,-8.8,8.3
Cc1nn(-c2ccccc2)c(C)c1NC(=O)COC(=O)c1ccccc1OC(F)F,-0.4,4.0,3.0,-0.7,-0.1,-0.5,-0.2,1.9,-8.0,0.5
CCn1c(COc2c(C)cccc2C)nnc1SCC(=O)N1CCN(c2ccccc2)CC1,-1.4,17.3,10.5,-6.3,7.5,-0.8,0.3,-1.8,-9.3,36.8*
Cn1nc(C(=O)Nc2cccnc2)c2ccccc2c1=O,0.1,-2.9,-8.1,-1.0,-2.7,-0.7,-1.3,-9.1,5.5,-6.4
O=C(C[C@H]1C(=O)N(c2ccccc2)C[C@@H]1Cc1ccccc1)Nc1ccc(Br)cc1,7.6*,.,-6.9,1.3,5.8,2.2,0.3,0.6,-12.0,-3.1
CCc1ccc2c(c1)NC(=O)C2(C)Cc1ccccc1Cl (stereo not drawn),-0.1,.,-2.8,-1.1,3.5,-1.3,-0.5,-4.0,0.2,14.4
CCN(C(=O)c1cn(C)c(=O)c2ccccc12)c1ccccc1F,1.5,-12.3,-3.5,-3.2,1.7,-1.4,0.7,3.5,-3.0,3.0
Cc1ccc(N(C)S(=O)(=O)c2ccc(C)cc2)cc1,-0.5,-9.7,-6.1,3.1,0.8,-0.5,1.2,-3.1,-5.7,2.0
O=C(NCCc1ccccc1)C(=O)c1c[nH]c2ccccc12,1.0,-12.1,-11.7,-1.4,-5.5,0.1,1.4,-0.7,-3.6,4.9
COc1ccc(N(CCCN2C(=O)c3cccc4cccc(c34)C2=O)C(=O)c2cccs2)cc1,0.1,-6.3,1.2,4.1,-6.2,4.7,-0.6,-5.6,-3.3,-2.8
O=C(Nc1c(C(=O)N2CCCCC2)cnn1-c1ccccc1)c1ccco1,-0.6,-2.7,-6.7,-5.7,0.8,-1.4,-0.2,-0.7,0.2,-7.8
CC(Sc1nnnn1-c1ccccc1)C(=O)NC1CCCC1 (stereo not drawn),-0.3,-6.1,2.1,-0.6,4.4,-1.6,-1.5,-1.8,-3.4,16.6
COc1cccc(C(=O)OCC(=O)c2ccc(S(=O)(=O)N3CCCCC3)cc2)c1OC,-0.3,-10.8,-9.4,-0.8,-1.7,3.1,0.2,-1.3,-2.6,6.0
CCc1cc2c(=O)c(-c3nc4ccccc4n3C)c(COCC(=O)O)oc2cc1OC(=O)C(C)(C)C,-0.3,-2.4,-2.5,-3.3,-0.3,-3.0,0.6,6.7,-10.1,-2.5
CCN(C(=O)CSc1nc2scc(-c3ccccc3)c2c(=O)n1C)C1CCS(=O)(=O)C1 (stereo not drawn),-0.1,-7.2,2.0,-1.9,-1.0,1.2,-0.5,13.6,-0.2,1.7
Cc1cccc(Cn2c(NCC(C)O)nc3c2c(=O)n(C)c(=O)n3C)c1 (stereo not drawn),-1.1,6.4,-4.5,0.2,1.4,-0.3,-0.3,0.3,-13.2,-7.2

# Profiles, looked up by structure. Values in the order: TbMetRS inhib	Scp1 inh	eLon inh	STEP inh	DNMT1 inh	LMPTP inh	MsrA inh	SUMO1-SIM PPI	bovine MsrA act	CendR NRP1 mod
# CCc1cc2c(=O)c(-c3nc4ccccc4n3C)c(COCC(=O)O)oc2cc1OC(=O)C(C)(C)C is listed with -0.3	-2.4	-2.5	-3.3	-0.3	-3.0	0.6	6.7	-10.1	-2.5
# Cc1cccc(Cn2c(NCC(C)O)nc3c2c(=O)n(C)c(=O)n3C)c1 (stereo not drawn) is listed with -1.1	6.4	-4.5	0.2	1.4	-0.3	-0.3	0.3	-13.2	-7.2

# Not a hit list; about 4.3% have a hit in one of these screens.
